Screening data: PubChem BioAssay, National Center for Advancing Translational Sciences (NCATS)
HCMV antiviral: human cytomegalovirus inhibition. HFF cells, HCMV-luciferase reporter, 72 h; stronger effect = lower value. activity change, negative = inhibition, % at 57.5 µM. hit rate 4.5% among 410,000. AID 1259415; in the data active = activity change below about -60%
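Two compound doses tested in HFFs infected with HCMV-luciferase, MOI 1 PFU/cell, 72 h at 37C. Lysate luminescence read with OneGlo; data normalized against buffer-only and 10uM Salinomycin inhibitor controls.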
TbPYK inhibitor: inhibitors of Trypanosoma brucei pyruvate kinase. Q57TT1. TbPYK enzyme, Kinase-Glo Plus ATP luminescence, 45 min. Potency, µM (series often up to 76.8 µM), for inactives: at the highest dose activity, negative = inhibition, hits mostly inhibitors. hit rate 0.12% among 410,000. AID 624173; active = well fitted inhibition curve with a large enough effect; note: potency is the fitted concentration of half-maximal effect; nearly all actives have a fitted effect of over 50% in size
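Luminescence from Kinase-Glo Plus, added after a 45-minute room-temperature reaction, served as the end-point read-out. The enzyme and substrate were preincubated with compound before ADP (130 uM final) initiated turnover. Concentration-effect curves came from normalized qHTS data.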
* = called active by the depositor; / = not tested or not shown; & = joins results of further samples; [ ] = another dose, or the depositor's remark. % is set by controls: 0 for no effect and ±100 for the full control effect.

SMILES	HCMV antiviral	TbPYK inhibitor
Cn1c(=O)n(-c2ccc(C(C)(C)C#N)cc2)c2c3cc(-c4cnc5ccccc5c4)ccc3ncc21	/	4.4%
CCCC(=O)O[C@]1(C(=O)COC(C)=O)CC[C@H]2C3C[C@H](F)C4=CC(=O)C=CC4(C)[C@@]3(F)[C@@H](O)CC21C (stereo not given in full)	/	3.8%
C/C(=N\O)c1ccc(OCC(=O)N2CCCCC2)cc1	/	0.3%
C/C=C/C=N/NC(=O)c1ccncc1	/	6.9%
CC(C)(C)c1nnc(NS(=O)(=O)c2ccccc2)s1	/	-10.4%
OCc1ccccn1	/	-0.7%
C=CCOc1cc(Cl)ccc1C(=O)NCCN(CC)CC	/	0.0%
CCCOC(C(=O)OC1CCN(C)CC1)(c1ccccc1)c1ccccc1	/	8.3%
CCCCC(=O)O[C@]1(C(=O)CO)[C@H](C)C[C@H]2[C@@H]3CCC4=CC(=O)C=C[C@]4(C)[C@@]3(F)[C@@H](O)C[C@@]21C	/	-2.3%
COc1ccc(-c2ccc3cc(C(=O)O)ccc3c2)cc1C12CC3CC(CC(C3)C1)C2	/	1.1%
CC(=O)O[C@@]12CO[C@@H]1C[C@H](O)[C@@]1(C)C(=O)[C@H](O)C3=C(C)[C@@H](OC(=O)C(O)[C@@H](NC(=O)OC(C)(C)C)c4ccccc4)C[C@@](O)([C@@H](OC(=O)c4ccccc4)[C@H]21)C3(C)C (stereo not given in full)	/	3.6%&0.0%
CC(=O)N1CC(O)CC1C(=O)O (stereo not given)	/	3.8%
CN(C)CCOc1ccccc1Cc1ccccc1 (tested in a mixture with another compound)	/	-2.5%
CCCCCCCCCCCCCCNCCO	/	2.5%
O=C(Nc1ccc(Cl)c(Cl)c1)C1CC1	/	-1.3%
CC(=O)Nc1ccc(S(=O)(=O)Nc2cc(C)on2)cc1	/	3.1%
C#CCC(Cc1cnc2nc(N)nc(N)c2n1)c1ccc(C(=O)N[C@@H](CCC(=O)O)C(=O)O)cc1 (stereo not given in full)	/	-3.0%
O=C(NN1CCCC1)NS(=O)(=O)c1ccc(Cl)cc1	/	-7.3%
CCCCCCCCCCCCCC[N+](C)(C)Cc1ccccc1	/	10.4%
NC1(c2ccc(-c3nc4ccn5c(=O)[nH]nc5c4cc3-c3ccccc3)cc2)CCC1	/	0.0%&-1.5%
CCC(=O)O[C@@]1(C(=O)SCF)[C@@H](C)C[C@H]2[C@@H]3C[C@@H](F)C4=CC(=O)C=C[C@@]4(C)[C@]3(F)[C@@H](O)C[C@]21C	/	1.3%[33.2 µM]
CC1CCC(C(C)C)C(=O)C1 (stereo not given)	/	-1.5%
NS(=O)(=O)c1cc(-c2nn[nH]n2)c(NCc2cccs2)cc1Cl	/	0.0%
COc1ccccc1OC[C@H](O)COC(N)=O	/	0.0%[33.2 µM]
Cc1ccc2nc(N)[nH]c(=O)c2c1Sc1ccncc1	/	0.0%
CO/N=C(/C(=O)N[C@@H]1C(=O)N2C(C(=O)O)=C(C[n+]3ccc(N)n3CCO)CS[C@H]12)c1csc(N)n1	/	-9.1%
CNC1CCCN(c2c(F)cc3c(=O)c(C(=O)O)cn(C4CC4)c3c2OC)C1 (stereo not given)	/	-3.3%
O=P(O)(O)OC(CO)CO	/	0.0%
NCCNC(=O)c1ccc(Cl)cn1	-10.6	5.8%
Cc1cccc(Nc2cc(Cl)nc(SCC(=O)O)n2)c1C	3.3	-4.8%
CC(=O)Nc1ncc([N+](=O)[O-])s1	7.1	1.7%
Cc1cccc(C)c1NC(=O)CN(CC(=O)O)CC(=O)O	-2.3	-1.9%

As a short view, some entries already given.
SMILES	HCMV antiviral	TbPYK inhibitor
CC(=O)Nc1ccc(S(=O)(=O)Nc2cc(C)on2)cc1	/	3.1%
C#CCC(Cc1cnc2nc(N)nc(N)c2n1)c1ccc(C(=O)N[C@@H](CCC(=O)O)C(=O)O)cc1 (stereo not given in full)	/	-3.0%
O=C(NN1CCCC1)NS(=O)(=O)c1ccc(Cl)cc1	/	-7.3%
CCCCCCCCCCCCCC[N+](C)(C)Cc1ccccc1	/	10.4%
NC1(c2ccc(-c3nc4ccn5c(=O)[nH]nc5c4cc3-c3ccccc3)cc2)CCC1	/	0.0%&-1.5%
CCC(=O)O[C@@]1(C(=O)SCF)[C@@H](C)C[C@H]2[C@@H]3C[C@@H](F)C4=CC(=O)C=C[C@@]4(C)[C@]3(F)[C@@H](O)C[C@]21C	/	1.3%[33.2 µM]
CC1CCC(C(C)C)C(=O)C1 (stereo not given)	/	-1.5%
NS(=O)(=O)c1cc(-c2nn[nH]n2)c(NCc2cccs2)cc1Cl	/	0.0%
COc1ccccc1OC[C@H](O)COC(N)=O	/	0.0%[33.2 µM]
Cc1ccc2nc(N)[nH]c(=O)c2c1Sc1ccncc1	/	0.0%
CO/N=C(/C(=O)N[C@@H]1C(=O)N2C(C(=O)O)=C(C[n+]3ccc(N)n3CCO)CS[C@H]12)c1csc(N)n1	/	-9.1%
CNC1CCCN(c2c(F)cc3c(=O)c(C(=O)O)cn(C4CC4)c3c2OC)C1 (stereo not given)	/	-3.3%
O=P(O)(O)OC(CO)CO	/	0.0%
NCCNC(=O)c1ccc(Cl)cn1	-10.6	5.8%
Cc1cccc(Nc2cc(Cl)nc(SCC(=O)O)n2)c1C	3.3	-4.8%
CC(=O)Nc1ncc([N+](=O)[O-])s1	7.1	1.7%
Cc1cccc(C)c1NC(=O)CN(CC(=O)O)CC(=O)O	-2.3	-1.9%

These rows are one share of the data; the hit share may differ from the screen's.
